# Screening data deposited in PubChem by several laboratories.
# IMP-1 inhibitor – inhibitors of Pseudomonas aeruginosa IMP-1 metallo-beta-lactamase | 290,000 compounds, 0.45% hits | purified IMP-1, nitrocefin hydrolysis, epi-absorbance fluorescence | AID 1556 | inhibition, % at 5.6 µM;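 active = inhibition above the mean plus 3 SD of all compounds in the same screening run, cut at about 4.5% in these data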;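 note: 0% = IMP-1 with DMSO and 100% = DMSO wells lacking enzyme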
#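 Material – recombinant IMP-1 enzyme, purified · Amount – IMP-1 0.2 nM before substrate addition · Medium – HEPES buffer pH 7.1 with ZnSO4 and Brij 35 · Timing – 25 °C, 15 min preincubation, 25 min reaction · Measured by – plate fluorescence quenching by hydrolysis product, ex 480/em 530 nm · Read-out – percent enzyme inhibition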
# IDE cell activ – boosts human insulin-degrading enzyme activity in HEK cells | P14735 | FAbeta-B cleavage, fluorescence polarization; 0% vehicle, 100% cell-free pure enzyme wells | activation, % at 5.96 µM | 340,000 compounds, 0.073% hits;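 active = activation above the mean of all tested compounds plus 3 SD, set per screening campaign, cut at about 17% in these data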
# Target sequence (P14735 whole entry, looked up): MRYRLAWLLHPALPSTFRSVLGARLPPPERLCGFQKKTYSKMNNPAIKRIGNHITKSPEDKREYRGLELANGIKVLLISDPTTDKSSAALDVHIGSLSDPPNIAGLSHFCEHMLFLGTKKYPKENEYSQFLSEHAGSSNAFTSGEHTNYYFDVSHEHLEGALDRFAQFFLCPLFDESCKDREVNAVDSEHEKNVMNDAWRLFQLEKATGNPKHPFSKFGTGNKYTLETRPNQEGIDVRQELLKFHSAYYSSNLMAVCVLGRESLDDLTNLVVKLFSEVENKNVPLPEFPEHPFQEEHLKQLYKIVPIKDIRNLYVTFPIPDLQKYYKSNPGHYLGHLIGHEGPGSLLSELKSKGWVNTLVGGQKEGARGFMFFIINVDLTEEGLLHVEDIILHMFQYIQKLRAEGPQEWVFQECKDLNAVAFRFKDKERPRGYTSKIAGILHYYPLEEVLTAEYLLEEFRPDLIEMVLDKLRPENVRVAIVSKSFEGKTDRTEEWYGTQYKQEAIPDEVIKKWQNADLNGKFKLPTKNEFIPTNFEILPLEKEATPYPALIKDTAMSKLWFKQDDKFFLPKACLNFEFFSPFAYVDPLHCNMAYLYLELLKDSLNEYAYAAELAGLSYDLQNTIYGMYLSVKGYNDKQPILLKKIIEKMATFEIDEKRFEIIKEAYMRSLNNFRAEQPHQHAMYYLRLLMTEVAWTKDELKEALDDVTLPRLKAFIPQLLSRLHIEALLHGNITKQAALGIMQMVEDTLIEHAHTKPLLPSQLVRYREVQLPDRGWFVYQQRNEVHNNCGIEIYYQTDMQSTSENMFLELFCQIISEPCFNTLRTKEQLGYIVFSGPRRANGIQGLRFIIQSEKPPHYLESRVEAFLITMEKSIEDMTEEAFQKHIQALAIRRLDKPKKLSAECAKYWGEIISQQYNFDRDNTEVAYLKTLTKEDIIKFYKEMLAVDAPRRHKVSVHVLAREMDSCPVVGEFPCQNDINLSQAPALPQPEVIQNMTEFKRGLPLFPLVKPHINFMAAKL
# M18AAP inhibitor – PfM18AAP enzyme inhibition. recombinant PfM18AAP, H-Glu-NHMec fluorogenic cleavage. 290,000 compounds, 1.2% hits. inhibition, % at 7.35 µM. AID 1822;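 active = inhibition above the campaign mean inhibition over all tested compounds plus 3 SD, cut at about 28% in these data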;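 note: 0% = plate median of test compound wells and 100% = 2 mM ZnCl2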
# PHOSPHO1 block – inhibitors of human PHOSPHO1 phosphatase; Q8TCT1; recombinant PHOSPHO1, absorbance phosphatase assay; inhibition, % at 13.3 µM; 290,000 compounds, 1.1% hits; AID 1565; in the data active = inhibition above about 60%
# pCIP destab – compounds decreasing mouse p/CIP protein stability | F442A p/CIP-EGFP cells, EGFP fluorescence, 16 h | decrease of EGFP signal, % at 10 µM | 290,000 compounds, 0.01% hits | AID 1984;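 active = EGFP signal decrease of at least 30% at 10 µM or well 3 SD below plate mean, unless failing retest; inactive = the rest, including hits failing retest or dose response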; note: some compounds called inactive have numbers as strong as hits; many of its hits are not listed in these tables
# VIM-2 inhibitor – blocks Pseudomonas aeruginosa VIM-2 metallo-beta-lactamase; purified VIM-2, nitrocefin hydrolysis, epi-absorbance fluorescence; 290,000 compounds, 0.89% hits; inhibition, % at 5.6 µM; AID 1527;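 active = inhibition above the mean of all tested compounds plus 3 SD, cutoff set per screening run, cut at about 7.5% in these data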;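 note: red hydrolysis product quenches plate fluorescence so inhibitors raise well fluorescence; 0% = enzyme with DMSO and 100% = DMSO without enzyme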
# GPR7 antagonist – antagonists of human GPR7 (neuropeptides B/W receptor 1) | P48145 | GPR7-expressing cells, fluorescence antagonist assay | inhibition, % at 4.4 µM | 290,000 compounds, 1.1% hits | AID 1861; in the data active = inhibition above about 16%, passing the limit was not always enough;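 note: cells stimulated with the agonist NPW; 0% = agonist with vehicle and 100% = vehicle without agonist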
# IDE inh – inhibits human insulin-degrading enzyme in HEK cells; FAbetaB cleavage, fluorescence polarization; inhibition, % at 5.59 µM; 320,000 compounds, 0.41% hits; AID 434962;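 active = percent inhibition above the average of all tested compounds plus 3 SD, set per screening campaign, cut at about 16% in these data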;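 note: IDE supplied by intact live HEK cells; FP after avidin binding of uncleaved biotin substrate so inhibition keeps polarization high; 0% = DMSO wells and 100% = 60 µM reference IDE inhibitor Ii1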
# NALP1 inh – blocks the NALP1 inflammasome reconstituted in yeast; S. cerevisiae NALP1/ASC/caspase-1 growth, X-gal OD620, 72 h; inhibition, % at 10 µM; 280,000 compounds, 0.61% hits; AID 2071; in the data active = inhibition mostly above about 24%, no sharp cut-off; inactive = mostly below about 32%; note: some compounds called inactive have numbers as strong as hits
# Numbers without * were called inactive; . = no result given.
SMILES,IMP-1 inhibitor,IDE cell activ,M18AAP inhibitor,PHOSPHO1 block,pCIP destab,VIM-2 inhibitor,GPR7 antagonist,IDE inh,NALP1 inh
CCOc1ccccc1NC(=O)C1CCN(S(=O)(=O)c2c(C)noc2C)CC1,-3.1,1,-4,12,-9,-4.1,-6,1,-3
COC(=O)CCNc1n[nH]c(=O)[nH]c1=O,-3.2,11,-4,47,-8,-3.6,-2,2,5
Cc1ccc2c(c1)N(C(=O)CCC(=O)N1CCOCC1)CC(C)O2 (centres undefined),-1.2,-3,-8,12,2,1.1,-3,-3,2
CCCS(=O)(=O)c1c(S(=O)(=O)CCC)c2c3ccccc3ccn2c1C(=O)OC,-0.9,-2,-4,3,-10,-0.6,-9,5,-1
Cc1ccc(-c2nnc(SCC(N)=O)nc2-c2ccc(C)cc2)cc1,-2.6,1,-1,23,-18,-5.3,-6,5,7
CCOC(=O)CN(C(=O)COc1nc(C)cc(C)c1C#N)c1cccc(Cl)c1,-2.1,-5,1,11,4,0.6,11,-2,7
O=C(O)c1ccc(N=Nc2c(O)ccc3ncccc23)cc1,-10,39*,22,42,-12,1.2,-10,-33,-1
O=c1[nH]nc(CNc2cccc(C(F)(F)F)c2)c2ccccc12,-1.2,-2,1,-13,2,-2.7,-5,3,7
CC(C)c1onc(C(=O)Nc2cccc(Cl)c2)c1[N+](=O)[O-],-0.1,-1,7,-32,-7,-3.0,-15,-3,6
CC1CN(Cc2nc3c(c(=O)n(C)c(=O)n3C)n2CCCc2ccccc2)CC(C)O1 (centres undefined),-5.0,-2,9,.,.,-1.1,-3,0,.
O=C(COc1ccccc1)NCCc1nc2ccccc2[nH]1,-2.3,1,-6,-3,-17,-0.8,-4,0,19
CC1CCCC(C)N1c1nnc(NC(=O)c2cc(-c3ccc(Br)cc3)on2)s1 (centres undefined),-4.1,0,-10,-5,-16,-4.2,-8,-1,20
CCOC(Cn1c(-c2ccc(OC)cc2)nc2ccccc21)OCC,-0.6,3,-6,1,-14,-1.5,2,-2,3
Cc1cc(C)n(CC2CC(=O)N(c3ccc(Cl)cc3)C2=O)n1 (centres undefined),-3.2,0,-1,43,0,-1.8,-23,-1,10
Cc1cc(NC(=O)c2cc(C)on2)n(-c2ccccc2)n1,-1.9,6,-2,-8,-13,-2.9,-4,-2,15

# An excerpt of these results, with each value named:
CCOC(Cn1c(-c2ccc(OC)cc2)nc2ccccc21)OCC
  IMP-1 inhibitor: -0.6
  IDE cell activ: 3
  M18AAP inhibitor: -6
  PHOSPHO1 block: 1
  pCIP destab: -14
  VIM-2 inhibitor: -1.5
  GPR7 antagonist: 2
  IDE inh: -2
  NALP1 inh: 3
Cc1cc(C)n(CC2CC(=O)N(c3ccc(Cl)cc3)C2=O)n1 (centres undefined)
  IMP-1 inhibitor: -3.2
  IDE cell activ: 0
  M18AAP inhibitor: -1
  PHOSPHO1 block: 43
  pCIP destab: 0
  VIM-2 inhibitor: -1.8
  GPR7 antagonist: -23
  IDE inh: -1
  NALP1 inh: 10

# (continued)
SMILES,IMP-1 inhibitor,IDE cell activ,M18AAP inhibitor,PHOSPHO1 block,pCIP destab,VIM-2 inhibitor,GPR7 antagonist,IDE inh,NALP1 inh
COc1ccccc1N1CCN(C(=O)c2ccc(Cl)c(S(=O)(=O)N3CCCC3)c2)CC1,-3.3,4,1,30,-4,-2.5,-9,11,23
O=C(CN(Cc1ccc(Cl)cc1)C(=O)c1csnn1)NCc1ccccc1,-1.6,2,-7,22,2,0.3,0,0,6
O=C(O)c1ccc(N/N=C2/CCCc3ccccc32)cc1,-2.7,6,34*,-1,14,0.0,-8,8,-9
Cc1cc(C)c(C#N)c(SCc2ccc(F)cc2)n1,-2.0,-2,4,41,-17,-0.9,-13,-4,23
CCCCC[n+]1ccn(C2=C([O-])c3ccccc3C(=O)/C2=N\S(=O)(=O)c2ccccc2)c1,-2.2,5,1,25,-12,-1.2,6,-1,6
O=[N+]([O-])c1ccc(N(c2ccccc2)c2ccccc2)cc1,3.0,-3,0,15,-12,0.2,-6,6,3
Cc1ccc(-c2nnc(SCc3nc(N)nc(Nc4ccccc4C)n3)n2N)cc1,-2.7,3,-6,20,-24,-0.9,-5,1,12
NS(=O)(=O)c1ccc(NC(=S)N2CCN(c3ccc(Cl)c(Cl)c3)CC2)cc1,-2.3,-14,16,-11,-36,1.4,6,12,18
Cc1cc(C)cc(OCC(=O)Nc2ccc(N3CCN(C(=O)c4ccco4)CC3)cc2)c1,-1.3,-1,1,40,-1,-3.1,-10,6,27
CCC(OC(=O)CN1C(=O)C(=O)c2ccccc21)C(=O)Nc1ccc(S(N)(=O)=O)cc1 (centres undefined),-2.5,3,-6,-18,-6,-3.1,-15,-5,9
CCOC(=O)N1CCN(CC(=O)Nc2c(C(=O)OC)[nH]c3ccccc23)CC1,-2.0,0,3,22,-5,-1.9,-14,4,6
Cc1nn(C)c(Oc2ccccc2)c1CCNS(=O)(=O)c1ccccc1,-1.1,4,-4,0,8,0.7,-7,-2,30
CCOc1ccc(/C(O)=C2/C(=O)C(=O)N(CCOCCO)C2c2ccccc2)cc1 (centres undefined),-4.2,2,4,7,0,-0.1,3,0,-3
COCCn1c(C)cc(C(=O)CSc2ccc(NC(C)=O)cc2)c1C,-1.8,5,11,20,-8,-2.1,-7,3,10
O=[N+]([O-])c1cccc2ccc(/C=C/c3ccc(F)cc3)nc12,-1.5,-5,-7,-1,-9,-1.5,-3,6,25
CCCc1cc(=O)oc2c(C)c(OCC(=O)N3CCC(C(=O)O)(c4ccccc4)CC3)ccc12,-1.5,3,-1,45,-6,-1.6,-11,9,-2
Cc1nc2ncnn2c(N2CCN(C(=O)Cc3cccs3)CC2)c1C,-0.8,4,-8,-50,-9,1.0,4,1,21
CCOc1cc(/C=N/O)cc(Br)c1OCC(=O)NCc1ccccc1,-1.8,6,0,-5,-9,1.2,3,0,39
COc1ccccc1Cn1c(-c2ccccc2OC)nc2ccccc21,-1.0,3,13,-4,7,0.8,0,3,25
Cn1cccc1/C=N/NC(=O)C12CC3CC(CC(C3)C1)C2,-1.0,5,6,3,-10,-4.0,-10,2,29
CCCCn1c(=O)nc2n(-c3ccc(Cl)cc3)c3ccccc3cc-2c1=O,-1.5,-5,3,22,-2,-1.1,-3,2,17
O=C(NCCCN1CCOCC1)C(=O)N/N=C/c1c(Cl)cccc1Cl,-6.1,2,-1,23,-17,-4.9,-6,-3,2
CCN(CC)S(=O)(=O)c1ccc(N2CCCC2)c(NC(=O)Cc2ccccc2)c1,-1.7,4,-6,11,-5,-2.9,1,-3,.
CCN(CC)S(=O)(=O)c1ccc(C(=O)NC(=S)N(CCC#N)Cc2cccnc2)cc1,-4.2,6,7,-28,-1,-4.6,-15,7,-1
CCCOc1ccc(/C=C/C(=O)N2CCOCC2)cc1,-1.5,-3,-1,24,0,-1.2,-12,1,7
O=C(NCc1ccco1)c1ccc(=O)[nH]n1,1.0,0,23,11,7,-1.7,-2,1,11
CC(C)(C)c1nc2sc3c(c2c(=O)o1)CCCC3,-3.2,-1,5,9,-2,-5.6,10,3,25
CCC(C)(C)NC(=O)C(c1ccc(C)cc1)N(Cc1ccco1)C(=O)CCC(=O)Nc1nccs1 (centres undefined),-1.9,4,-19,16,5,-1.4,3,-1,4
COc1cccc(OCc2nnc(SCC(=O)NNC(=O)C3CCCCC3)n2C)c1,-2.7,-4,-2,-19,12,-2.3,-14,5,-17
CC(C)(C)C(=O)/C=C(\N)c1ccccn1,-1.9,4,-9,13,2,-1.9,-4,2,.
Cc1cnc(C)c(N2CCC(C(=O)NCc3cccs3)CC2)n1,-2.0,-2,0,-4,-6,-2.8,0,5,-1
CC(C)(C)NS(=O)(=O)c1cc(C(=O)Nc2sccc2C#N)ccc1Cl,-2.7,-3,6,-14,-16,-0.9,-10,12,33
Nc1[nH]n(-c2ccccc2)c(=O)c1N=Nc1ccccc1[N+](=O)[O-],-1.3,5,-1,5,-14,-0.2,13,6,6
COc1ccc(C(=O)N2CCN(c3ncnc4c(-c5ccccc5)nsc34)CC2)cc1,-2.1,-4,-13,18,2,-0.6,-13,.,31
CNC(=O)CSCc1c(Cl)cccc1Cl,-3.3,3,-11,1,-3,-3.7,-8,-5,22
O=C(Nc1ccc(F)cc1)c1ccccc1Oc1ccc(C(F)(F)F)cc1[N+](=O)[O-],-1.0,5,1,-12,6,-4.0,2,0,9
COCCn1c(-c2ccc(OC)cc2)nc2ccccc21,-1.1,0,-10,8,-12,-3.1,-12,2,0
COc1ccc(S(=O)(=O)Nc2c(C)c(C)cc3c2ncn3C)cc1,-2.2,1,-1,20,-10,-2.2,-11,1,-9
Cc1occc1C(=O)NCc1nc(-c2ccccc2)no1,-1.2,3,-2,36,2,-0.8,2,-1,0
CCC(C)NC(=O)CCc1c(C)nc2c(c(C)nn2-c2ccccc2)c1C (centres undefined),-2.5,2,4,24,4,0.2,-8,-3,-1
CN1CCCN=C1/C=C/c1cccs1,1.1,6,-1,-4,13,0.4,-14,1,19
COc1ccc(OC)c(N(CC(=O)NCc2ccccc2)S(=O)(=O)c2ccc(OC)c(OC)c2)c1,-2.2,-3,-8,35,-1,0.1,-6,0,20
Cc1ccc(SCC(=O)Nc2nccs2)cc1,-1.4,6,-5,4,3,1.8,13,7,4
COc1ccc(NS(=O)(=O)c2cccc(C(=O)NNC(=O)CNC(=O)c3ccccc3)c2)cc1,-6.2,-6,-7,19,-8,-4.2,-14,3,8
CCC(=O)N(CCC(Cc1ccccc1)c1ccc2c(c1)OCO2)Cc1ccccc1F (centres undefined),-2.0,4,4,-14,1,-0.9,20,4,-4
COc1cccc(/C=N/NC(=O)CCn2cnc3ccccc32)c1,-0.9,8,-6,25,-5,1.5,-3,2,15
CCOc1cc(C2C(C#N)=C(N)OC(C)=C2C(C)=O)cc(Br)c1O (centres undefined),-6.2,-2,13,28,-6,0.8,-10,4,2
CCOc1ccc(S(=O)(=O)N/N=C(\C)C2CCCCC2)cc1,-3.8,-1,-10,7,-5,-2.5,-9,-7,8
O=C(Oc1cc(-c2ccccc2)no1)c1cccc(C(F)(F)F)c1,-1.0,-5,-4,34,3,-1.9,7,2,43*
O=C(COc1ccccc1N1C(=O)C2C3C=CC(C3)C2C1=O)c1ccccc1 (centres undefined),-2.4,6,-20,-6,0,-3.4,-14,6,0
O=C(Nc1cccnc1)OCc1ccccc1,-0.4,-1,-2,19,2,-0.9,-10,0,-6
CCNc1cc2oc(=O)c(CN3CCOCC3)c(C)c2cc1C,4.1,-1,25,-2,-23,0.7,8,6,0
Cc1ccccc1NS(=O)(=O)c1ccc(OCC(=O)NCc2ccco2)cc1,-2.2,2,-12,2,0,0.8,-1,1,37
Cc1cccc(N2C(=O)N3[C@@H]4c5ccccc5OC[C@@H]4[C@@H](c4ccccc4)[C@@]3(C)C2=O)c1,-2.9,-2,0,-13,-5,-1.2,-5,3,6
COc1cccc(CNC(=O)CCC(=O)N2CCSc3ccccc32)c1OC,-0.6,1,8,0,-2,-1.1,15,3,-8
CCN1CCC(O)(C#Cc2ccccc2)CC1,-2.8,1,-7,.,-3,-2.6,-16,3,7
C[C@@H](NC(=O)[C@@H]1Cc2ccccc2CN1)C(=O)Nc1ccc2c(c1)OCCO2,-0.8,5,0,30,6,0.8,0,-6,36
CCN1CCN(c2nc3c(c(=O)[nH]c(=O)n3C)n2Cc2ccccc2)CC1,-4.1,3,-6,3,4,-1.2,-8,.,32
